# Pyk2 oligo antag – antagonists of Pyk2 self-association, primary screen, Q293 cells, FERM NanoBiT luminescence, HTS | Protein-tyrosine kinase 2-beta (Homo sapiens), Q14289 | z-score (the deposit names both 25 µM and 10 µM) | 0.83% of 99,000 active | stronger effect = lower value | AID 1347419, 2020;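 active = Z-score of -3 or lower, scaled per plate to the spread of control and sample wells; inactive = z-score above -3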;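 also: negative z-score means lost luminescence so less FERM oligomerization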
# EphB4 antag – EphB4-ephrin-B2 interaction antagonists, primary screen, biochemical, TNYL-RAW peptide probe, fluorescence polarization | Ephrin type-B receptor 4 (Homo sapiens), P54760 | EphB4 LBD / TNYL-RAW-Alexa532 peptide | inhibition, % at 7 µM | 0.15% of 97,000 active;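 active = inhibition above the screen-wide mean inhibition plus 3 SD, cut at about 15% in these data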;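 also: 0% = DMSO wells and 100% = excess unlabeled TNYL-RAW peptide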
# CYP2C9 inhib – blockers of cytochrome P450 2C9 activity – biochemical, luminescence, ADME assay, primary screen | CYP2C9 Supersomes, luciferin-H conversion | 20% of 96,000 active | inhibition, % at 5 µM;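 active = blocking of liver enzyme CYP2C9 beyond about 50% at 5 µM, limit read from the data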; also: values of inactives mirror those of a sister screen read the other way
# Target sequence (P11712 whole entry, looked up): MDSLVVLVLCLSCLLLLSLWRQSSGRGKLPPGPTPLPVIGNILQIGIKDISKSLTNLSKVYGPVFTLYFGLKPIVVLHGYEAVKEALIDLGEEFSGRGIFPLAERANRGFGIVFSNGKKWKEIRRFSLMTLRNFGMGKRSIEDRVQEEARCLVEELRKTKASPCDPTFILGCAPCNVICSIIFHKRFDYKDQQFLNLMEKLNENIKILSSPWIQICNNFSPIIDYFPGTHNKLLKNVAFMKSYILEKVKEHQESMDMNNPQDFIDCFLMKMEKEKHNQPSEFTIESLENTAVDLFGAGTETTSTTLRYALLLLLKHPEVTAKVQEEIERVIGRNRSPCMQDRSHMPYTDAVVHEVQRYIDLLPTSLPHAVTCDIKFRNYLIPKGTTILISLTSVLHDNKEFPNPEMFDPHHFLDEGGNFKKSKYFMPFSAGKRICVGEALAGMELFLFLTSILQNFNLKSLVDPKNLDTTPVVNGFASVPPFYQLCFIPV
# PostGolgi yeast – phenotypic screen on post-Golgi transport, primary screen; inhibition, % at 10 µM; post-Golgi transport phenotypic cell assay; 0.9% of 98,000 active; AID 739, 2007; in the data active = inhibition above about 30%;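 also: yeast cells grown in 1536-well plates; yeast grown about 18 h at 30C before absorbance read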
# Ecoli WT expand – growth inhibitors of wild-type E. coli, primary screen, strain BW25113, expanded library, OD600; OD600 absorbance; growth inhibition, % at 100 µM; 0.15% of 98,000 active; AID 710, 2007;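 active = growth inhibition above about 50% at one test dose, limit read from the data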;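 also: growth measured after 20 h incubation at 37 °C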
# CYP2C9 activ – human CYP2C9 activators, primary screen, biochemical, luminescence; activation factor at 5 µM; 1.4% of 96,000 active; Cytochrome P450 2C9 (Homo sapiens), P11712; recombinant CYP2C9, luciferin-H conversion; stronger effect = higher value; factor 1 = untreated enzyme, 0 = blocked;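 active = activation factor of 2 or more for CYP2C9 at a 5 µM dose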;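 also: 0 = sulfaphenazole-blocked wells and 1 = vehicle-only wells; values of inactives mirror those of a sister screen read the other way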
# CYP2C19 inhib – blockers of cytochrome P450 2C19 activity – biochemical, luminescence, ADME assay, primary screen; AID 778, 2007; inhibition, % at 5 µM; 21% of 96,000 active; CYP2C19 Supersomes, luciferin-H EGE luminescence, 30 min; P33261;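 active = CYP2C19 inhibition above a set limit at 5 µM in the primary screen, cut at about 50% in these data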;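 also: plate controls were negative control wells for no effect and 2.5 mM tranylcypromine positive control for full effect; values of inactives mirror those of a sister screen read the other way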
# CYP2C19 act – human CYP2C19 activators, primary screen, biochemical, luminescence. Cytochrome P450 2C19 (Homo sapiens), P33261. recombinant CYP2C19, luciferin-H EGE luminescence; stronger effect = higher value; 0 = fully inhibited enzyme, 1 = untreated enzyme. activation factor at 5 µM. 96,000 tested, under 10 active;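 active = activation factor of at least 2 at 5 µM in the primary screen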;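 also: 0 = wells with 2.5 mM tranylcypromine and 1 = vehicle-only wells; values of inactives mirror those of a sister screen read the other way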
# PLAP activator – PLAP enzyme activators, biochemical, luminescence, HTS | Alkaline phosphatase, placental type (Homo sapiens), P05187 | purified PLAP enzyme, luminescent substrate read-out; stronger effect = higher value | activation fold at 20 µM | 1.2% of 96,000 active | AID 696, 2007; in the data active = activation fold above about 2
# Target sequence (P05187 whole entry, looked up): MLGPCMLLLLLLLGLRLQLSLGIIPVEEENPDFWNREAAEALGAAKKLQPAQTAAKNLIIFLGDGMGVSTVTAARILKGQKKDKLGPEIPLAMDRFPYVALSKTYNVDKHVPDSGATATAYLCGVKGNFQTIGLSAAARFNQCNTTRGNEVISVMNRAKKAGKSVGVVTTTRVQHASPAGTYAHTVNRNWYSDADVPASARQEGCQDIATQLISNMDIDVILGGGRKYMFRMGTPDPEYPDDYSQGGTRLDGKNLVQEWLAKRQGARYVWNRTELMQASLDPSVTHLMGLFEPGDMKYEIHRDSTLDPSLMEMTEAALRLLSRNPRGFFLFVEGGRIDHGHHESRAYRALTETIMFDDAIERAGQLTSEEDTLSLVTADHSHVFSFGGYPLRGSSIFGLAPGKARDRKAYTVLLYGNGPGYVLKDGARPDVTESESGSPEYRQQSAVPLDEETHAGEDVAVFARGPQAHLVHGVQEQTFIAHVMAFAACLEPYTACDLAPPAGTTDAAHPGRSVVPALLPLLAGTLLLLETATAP
# An asterisk follows results filed as active; x = no result given.
SMILES,Pyk2 oligo antag,EphB4 antag,CYP2C9 inhib,PostGolgi yeast,Ecoli WT expand,CYP2C9 activ,CYP2C19 inhib,CYP2C19 act,PLAP activator
COC(=O)c1ccccc1NC(=S)NC(=O)COc1ccccc1Cl,-1.2,-16,-9,-1,-2,1.1,24,0.8,1
O=C(CCn1c(=O)c2sccc2n(CC(=O)NCc2ccco2)c1=O)NCc1ccccc1,0.46,6,61*,0,5,0.4,21,0.8,0.9
Cc1cc(C(=O)OCC(=O)N2CCOCC2)c2ccccc2n1,0.06,1,-98,6,-2,2*,12,0.9,1.1
Cc1ccc(-c2nn3nnnc3c3ccccc23)cc1C,-0.53,6,-16,-7,-7,1.2,34,0.7,1.1
CCOc1ccc(-c2nn(-c3ccccc3)cc2/C=C2\SC(=S)N(C3CCS(=O)(=O)C3)C2=O)cc1 (stereo not drawn),0.33,5,-32,-3,-13,1.3,-1,1,0.9
Cc1ccc2nc(SCCC#N)nc(C)c2c1,0.36,1,-2,-1,10,1,4,1,1.1
Cn1c(SCc2nc3ccccc3s2)nnc1-c1cccs1,0.36,x,35,6,2,0.7,92*,0.1,0.9
COc1ccc(C(=O)NCCSCc2ccc(C)cc2)cc1,-1.5,6,53*,-8,-5,0.5,55*,0.4,0.7
Brc1ccc(OCc2nc(-c3ccccn3)n[nH]2)cc1,0.4,0,62*,0,6,0.4,71*,0.3,2.2*
COc1ccccc1N(C(=O)c1snc(C(N)=O)c1N)C(C(=O)NCCC(C)C)c1ccco1 (stereo not drawn),0.09,-4,18,1,-7,0.8,12,0.9,0.9
CSc1nc2nccc(/C=C\c3ccccc3)n2n1,-0.95,0,25,-1,-11,0.8,38,0.6,1
CCN(CC)S(=O)(=O)c1ccc2oc(C(=O)NC(C)C)c(C)c2c1,1.3,x,26,-3,4,0.7,-2,1,1.3
COc1ccccc1C(=O)NCCc1nc2ccccc2[nH]1,-0.26,1,58*,-2,10,0.4,88*,0.1,0.9
CC(Sc1nnc(Cc2cccs2)n1C1CCCCC1)C(N)=O (stereo not drawn),1.7,2,20,-2,-2,0.8,18,0.8,1
Nc1nc(-c2ccc3c(c2)NC(=O)CO3)cs1,0.39,-5,3,22,-6,1,2,1,0.7
CCCCCn1c(CN2CCN(Cc3ccccc3)CC2)nc2c1c(=O)[nH]c(=O)n2C,-0.31,2,3,0,16,1,-4,1,1.7
CCOCCCn1c(-c2ccc(Cl)cc2)n[nH]c1=S,0.17,4,51*,-10,-5,0.5,84*,0.2,2.4*
CCn1c(COc2ccc(Cl)cc2)nnc1SCc1nc2ccccc2[nH]1,-0.37,-1,41,6,2,0.6,30,0.7,1.2
CCOC(=O)c1[nH]c2ccc(OCC)cc2c1NC(=O)CN1CCCC(C)C1 (stereo not drawn),0.13,0,60*,5,5,0.4,78*,0.2,1.6
CCCC(=O)NC(=S)Nc1ccccc1F,0.51,-3,29,-6,9,0.7,42,0.6,1
CC(=O)CSc1nc2ccc(Nc3nc(N4CCOCC4)nc(N4CCOCC4)n3)cc2s1,-0.77,x,55*,-9,-10,0.5,75*,0.3,1.5
CC1(C)NC(=O)N(CC(=O)OCC(=O)Nc2cccc(F)c2)C1=O,0.62,1,39,0,-5,0.6,49,0.5,1
Cc1cc(C)n2nc(SCC(=O)N(C)C)nc2n1,0.16,2,11,5,5,0.9,-3,1,0.8
COc1ccc(C2NC(=O)NC(C)=C2C(=O)Nc2cccc(C)c2C)cc1 (stereo not drawn),x,-8,2,-2,11,1,20,0.8,1
O=C(Nc1ccccc1N1CCOCC1)c1ccc2c(c1)C(=O)N(Cc1ccncc1)C2=O,0.26,3,84*,6,-1,0.2,79*,0.2,1.2
# (listing goes on)
SMILES,Pyk2 oligo antag,EphB4 antag,CYP2C9 inhib,PostGolgi yeast,Ecoli WT expand,CYP2C9 activ,CYP2C19 inhib,CYP2C19 act,PLAP activator
COCCNc1nc(=S)[nH]c2cc(OC)c(OC)cc12,-0.69,7,-6,-2,3,1.1,-18,1.2,1.1
Cn1nnc2c(sc3nc(N4CCOCC4)c4c(c32)CCCC4)c1=O,0.19,x,24,1,2,0.8,2,1,0.9
COc1ccc(CCNC(=O)C2CC(=O)N(C3CCCCCCC3)C2)cc1OC (stereo not drawn),0.4,-1,-2,5,7,1,3,1,1.4
COc1ccc(-n2c(=O)[nH]cc(C(=O)Nc3ccc(NC(C)=O)cc3)c2=O)cc1,-1,5,-11,x,x,1.1,-8,1.1,1
Cc1cc(C)cc(-n2c(C)cc(/C=N/NC(=O)CSc3ncccn3)c2C)c1,-0.54,-6,44,41*,8,0.6,46,0.5,1.3
CCO/C=C/C(O)(CNC(=O)COc1ccccc1F)C(F)(F)F (stereo not drawn),-0.14,0,26,-3,-7,0.7,85*,0.2,0.9
Cc1nc2nc(SCC(=O)C(C)(C)C)[nH]c2cc1Br,-0.11,-2,17,-9,0,0.8,30,0.7,1
O=C(Nc1ccc(F)cc1)N1CCn2c(nc3ccccc32)C1,1,-2,9,-4,16,0.9,35,0.6,0.9
CCc1ccccc1Nc1ccc(C(=O)O)cc1N,-0.35,x,13,25,-4,0.9,25,0.8,1.4
NC1=C(c2ccc(F)cc2)C(=O)CS1,1,x,34,0,17,0.7,26,0.7,1.5
COc1ccc(C2/C(=C(/O)c3ccc4c(c3)CC(C)O4)C(=O)C(=O)N2CCN2CCOCC2)cc1 (stereo not drawn),-1.2,-6,-2,2,-5,1,1,1,1.4
CC(=O)Nc1ccc(N(C)C)cc1[N+](=O)[O-],-0.33,2,-25,-6,12,1.3,-15,1.2,1
CCn1c(/C=C/N(C)c2ccccc2)[n+](CC)c2ccc(Cl)cc21,0.53,4,16,18,11,0.8,2,1,0.8
COCCNC(=O)CS(=O)Cc1nc(-c2ccccc2C)oc1C (stereo not drawn),x,3,6,1,2,0.9,0,1,1.2
COc1ccccc1N1CCN(C(=O)Cn2nnc(-c3ccncc3)n2)CC1,1.1,7,46,-10,-1,0.5,26,0.7,1.5
CC(C)OC(=O)c1c(NC(=O)c2cnn3c2NC(c2ccccc2)CC3C(F)(F)F)sc2c1CCCC2 (stereo not drawn),0.45,4,23,-8,-7,0.8,-1,1,1.3
O=C(NCCN1CCCCC1)c1ccc(=O)oc1,0.42,-3,-5,-3,2,1,6,0.9,1.1
O=C1NN(c2ccccc2)C(=O)/C1=C\c1cccc(OC(=O)c2cccs2)c1,-1,7,96*,-3,-4,0,52*,0.5,1.6
Cc1cc(C)c2c(=O)n(CC(=O)N3CCC(Cc4ccccc4)CC3)sc2n1,x,x,40,-1,5,0.6,-3,1,1.1
CCCCn1nc2cc(C(=O)NC3CCCc4ccccc43)ccc2c1OCC (stereo not drawn),x,-1,18,5,1,0.8,11,0.9,1.3
COc1ccc(C(OC(=O)c2c(C)noc2C)C(=O)NC2CCCC2)cc1 (stereo not drawn),-0.7,-2,80*,20,0,0.2,50*,0.5,1
NC(=O)CNC(=O)[C@@H]1CC2(CC(c3ccc(Cl)cc3)=NO2)CN1C(=O)c1ccc(Br)cc1 (stereo partly drawn),x,2,10,-7,-3,0.9,4,1,1.4
COc1ccccc1CNC(=O)C1CCN(S(=O)(=O)c2c(C)noc2C)CC1,0.71,2,-99,6,-13,2*,0,1,1.1
Cc1ccc(S(=O)(=O)N/N=C\c2cccnc2)cc1,0.52,12,23,4,5,0.8,15,0.8,0.8
CCOc1ccc(C(=O)NCc2ccccn2)cc1,0.75,x,-16,1,10,1.2,-17,1.2,0.9
# Going on with the list.
SMILES,Pyk2 oligo antag,EphB4 antag,CYP2C9 inhib,PostGolgi yeast,Ecoli WT expand,CYP2C9 activ,CYP2C19 inhib,CYP2C19 act,PLAP activator
S=c1[nH]nc(-c2ccco2)n1-c1cccc2ccccc12,2.2,0,26,8,4,0.7,36,0.6,1.4
CCc1ccc(C(=O)COC(=O)CNC(=O)c2ccc(N3C(=O)c4ccccc4C3=O)cc2)cc1,0.7,3,18,-8,-5,0.8,5,1,1
Cc1cccc(OCCC(=O)NCC(c2ccccc2)N(C)C)c1 (stereo not drawn),1.1,1,1,-4,0,1,17,0.8,1.1
COc1ccc(CNC(=O)c2cnccn2)cc1,2.2,1,-30,-1,7,1.3,58*,0.4,1.2
CCCCN(C(=O)c1ccco1)c1nnc(-c2cc(OC)c(OC)c(OC)c2)s1,-0.79,7,-16,-6,-12,1.2,15,0.8,1
CCOC(=O)C1CCCN(C(=O)Cn2cccc2C(=O)c2ccccc2)C1 (stereo not drawn),0.82,-2,22,6,0,0.8,25,0.8,1.1
O=C(OCC(=O)N(C1CCCCC1)C1CCCCC1)c1ccncc1,-0.52,x,65*,12,0,0.3,99*,0,1.7
O=C(CN(C(=O)CNC(=O)c1cccs1)c1ccc2c(c1)OCCO2)NC1CCCC1,-0.59,6,91*,-6,1,0.1,25,0.8,0.9
COc1ccc(NC(=O)CN(C)S(=O)(=O)c2ccc(Cl)cc2)cc1Cl,1.1,1,6,-6,-1,0.9,6,0.9,1
Cc1ccc(C(=O)Nc2cnc3ccccc3c2)cc1,-0.03,-1,26,-6,-2,0.7,34,0.7,0.9
COc1ccccc1C(=O)Nc1sc2c(c1C(=O)NCc1ccco1)CCCC2,-0.63,-8,84*,-6,-1,0.2,18,0.8,1.5
Cc1cc(S(=O)(=O)NC2CCCCC2)ccc1OCC(=O)NCc1ccccn1,0.05,-4,54*,-4,0,0.5,18,0.8,1
O=C(COc1ccccc1-c1ccccc1)Nc1ccc(S(=O)(=O)NCc2ccco2)cc1,-2,2,34,0,-3,0.7,-5,1,0.8
NC1=NC(=O)C(Cc2cc(Cl)ccc2Cl)S1 (stereo not drawn),-1.4,-9,-14,-19,3,1.1,14,0.9,1.1
Cc1nc2cc(NC(=O)CSc3nc4c(C)cccc4cc3C#N)ccc2s1,-0.53,1,26,0,4,0.7,7,0.9,1
COc1ccc(-c2noc(CCC(=O)N3CCN(Cc4ccccc4)CC3)n2)cc1,2.1,0,95*,-6,4,0,94*,0.1,1.6
CCC(C)NC(=O)C(Cc1ccccc1)NS(=O)(=O)c1cccc2nsnc12 (stereo not drawn),1,0,15,-3,2,0.9,9,0.9,0.9
CCCCCOC(=O)Cc1c(O)c2ccccc2n(C)c1=O,3.1,-11,44,3,0,0.6,79*,0.2,1.1
Cc1ccc(N2C(=O)c3ccccc3C2Nc2ccccc2)nc1 (stereo not drawn),x,0,3,2,2,1,22,0.8,0.8
C=C(C)c1cccc(C(C)(C)NC(=O)N2CCCCC2CC)c1 (stereo not drawn),0.54,5,89*,-10,4,0.1,51*,0.5,1.8
COCc1cc(=O)[nH]c(Nc2nc3ccc(C)cc3o2)n1,-2.6,10,48,5,-7,0.5,21,0.8,1.8
CCOC(=O)c1sc2ncn(CC(=O)NCC3CCCO3)c(=O)c2c1C (stereo not drawn),1.3,x,21,-6,2,0.8,13,0.9,0.9
Cc1ccccc1Nc1nn2c(=O)c3ccccc3nc2s1,-1.3,-3,17,-6,-12,0.8,1,1,1

# Exported as labelled records: entries from further up.
COc1ccccc1C(=O)Nc1sc2c(c1C(=O)NCc1ccco1)CCCC2
- Pyk2 oligo antag = -0.63
- EphB4 antag = -8
- CYP2C9 inhib = 84*
- PostGolgi yeast = -6
- Ecoli WT expand = -1
- CYP2C9 activ = 0.2
- CYP2C19 inhib = 18
- CYP2C19 act = 0.8
- PLAP activator = 1.5

Cc1cc(S(=O)(=O)NC2CCCCC2)ccc1OCC(=O)NCc1ccccn1
- Pyk2 oligo antag = 0.05
- EphB4 antag = -4
- CYP2C9 inhib = 54*
- PostGolgi yeast = -4
- Ecoli WT expand = 0
- CYP2C9 activ = 0.5
- CYP2C19 inhib = 18
- CYP2C19 act = 0.8
- PLAP activator = 1
